Rac1 act GTP bind: GTP binding modulators of activated mutant Rac1, primary screen, biochemical, bead-based flow cytometry, multiplex, fluorescent GTP | AID 764, 2007 | 0.11% of 190,000 active | percent activity (GTP binding), % at 10 µM | GST-Rac1 activated beads; actives lie on both sides; 100% means binding = to untreated wells;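 active = GTP binding at least 20 percentage points away from the 100% baseline, in either direction, so actives lie on both sides; inconclusive = Compound likely fluorescent itself, or too few beads counted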
Rab7 wt modul: modulators of GTP binding to Rab7, primary screen, biochemical, wildtype, multiplex bead flow cytometry. Rab7 GTPase wild type (dog), Bodipy-FL-GTP binding. GST-Rab7 beads, fluorescent GTP binding; actives lie on both sides; untreated = 100%, excess cold GTP = 0%. GTP binding activity (percent of control), % at 10 µM. 0.055% of 190,000 active;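 active = fluorescent GTP binding to Rab7 beads changed by at least 20 points from the 100% baseline, either direction, mostly lower; inconclusive = compound itself probably fluorescent, or too few beads counted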;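 also: median green fluorescence of bound Bodipy-FL-GTP per Rab7 bead population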
Pf gamet viab: late stage P. falciparum gametocyte viability inhibitors, primary screen, ATP luminescence, HTS; P. falciparum stage V gametocytes, 24 h; inhibition, % at 10.9 µM; 0.065% of 150,000 active; AID 743093, 2013;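 active = inhibition above the mean plus 3 SD of compounds within the control limits, set per campaign, cut at about 38% in these data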;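 also: 0% = DMSO wells and 100% = medium only without gametocytes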
ABCB1 block: ABCB1 efflux pump inhibitors, primary screen, cell-based, multiplex, flow cytometry, ABCG2 counter-screen; ATP-dependent translocase ABCB1 (Homo sapiens), P08183; CCRF-Adr cells, JC-1 efflux; inhibition, % at 6.6 µM; 0.067% of 190,000 active; AID 1326, 2008; in the data active = inhibition above about 40%;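 also: 0% = vehicle and 100% = reference inhibitor; higher value means more JC-1 retained so stronger ABCB1 efflux block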
Rac1 wt GTP bind: wildtype Rac1 GTP binding modulators, primary screen, biochemical, GST-Rac1 beads, flow cytometry, multiplex | GTP binding activity (% of control), % at 10 µM | fluorescent GTP binding; actives lie on both sides; 0 = cold GTP competed, 100 = untreated | 0.27% of 190,000 active | AID 757, 2007;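 active = GTP binding activity at least 20 points away from the 100% control level, either lower or higher; inconclusive = compound flagged as likely green fluorescent, judged across all proteins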
Avidin fluor: green autofluorescence of compounds with avidin beads – biophysical, 488/530 nm, flow cytometry, artefact control, profiling panel | compound fluorescence 488/530 nm; active compounds read high | fluorescence (KMESF) at 10 µM | 0.38% of 220,000 active; in the data active = fluorescence above about 47; also: inactives centre near 10
Mcl1 Noxa PPI: Mcl-1/Noxa binding inhibitors, primary screen, biochemical, TR-FRET, 1536-well; Induced myeloid leukemia cell differentiation protein Mcl-1 (Homo sapiens), Q07820; TR-FRET Mcl-1/Noxa peptide binding, 2 h; 1.5% of 220,000 active; inhibition, % at 21.7 µM;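 active = compounds that cut the protein-peptide binding signal by more than 50% relative to plate controls in a single-dose test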;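 also: His-tagged Mcl-1 with rhodamine Noxa BH3 peptide and terbium anti-His antibody; 0% = Mcl-1 plus Noxa peptide wells and 100% = peptide-only wells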
Target sequence (Q07820 whole entry, looked up): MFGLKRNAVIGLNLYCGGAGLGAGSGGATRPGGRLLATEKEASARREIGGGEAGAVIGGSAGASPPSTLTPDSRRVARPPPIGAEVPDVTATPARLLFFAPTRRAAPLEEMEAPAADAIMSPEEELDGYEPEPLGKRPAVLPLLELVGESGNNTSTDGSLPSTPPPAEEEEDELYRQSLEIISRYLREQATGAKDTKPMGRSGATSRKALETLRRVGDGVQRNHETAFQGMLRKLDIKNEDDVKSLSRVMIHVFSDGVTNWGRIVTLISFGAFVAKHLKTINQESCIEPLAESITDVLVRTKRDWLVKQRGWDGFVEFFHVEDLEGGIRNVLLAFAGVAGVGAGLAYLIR
ABCG2 block: ABCG2 efflux pump inhibitors, primary screen, multiplex with ABCB1, IgMXP3 cells, flow cytometry; 0.1% of 190,000 active; JC-1 efflux; Broad substrate specificity ATP-binding cassette transporter ABCG2 (Homo sapiens), Q9UNQ0; inhibition, % at 6.6 µM;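 active = inhibition above 80%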;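 also: 0% = DMSO and 100% = nicardipine control wells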
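Times: 10 min at 25 °C | Test system: Two drug-resistant human cell lines, ABCG2 and ABCB1 | Quantity: 3 million cells/mL final, two lines in 1:1 ratio | Signal: Flow cytometry, 530 nm JC-1 signal | Dosing: Compound at 6.6 µM | Controls: Nicardipine and DMSO wells | Reagent: JC-1 as fluorescent efflux pump substrate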
Rab2A wt mod: modulators of GTP binding to Rab2A wildtype, primary screen, biochemical, dog, bead-based flow cytometry, multiplex | Ras-related protein Rab-2A (Canis lupus familiaris), P61105 | GST-Rab2 wt beads, Bodipy-GTP binding | GTP binding activity, % at 10 µM | 0.19% of 190,000 active | AID 760, 2007;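 active = GTP binding activity at least 20 points away from 100%, either lowered or raised; inconclusive = signal likely due to the compound's own green fluorescence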;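 also: 0% = beads with excess unlabeled GTP and 100% = no-compound control corrected for plate trend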
Cdc42 wt GTP: modulators of GTP binding to wildtype Cdc42, primary screen, biochemical, multiplex bead flow cytometry, Bodipy-GTP | AID 761, 2007 | GST-Cdc42 beads; actives lie on both sides | Cell division control protein 42 homolog (Homo sapiens), P60953 | percent activity (GTP binding), % at 10 µM | 0.2% of 190,000 active;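 active = percent activity GTP binding at least 20 points away from the 100% baseline, either down as inhibitor or up as activator; inconclusive = compound flagged as likely green fluorescent from well-wide comparison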;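 also: median bead fluorescence of bound Bodipy-FL-GTP at 100 nM; 0% = excess unlabeled GTP control and 100% = no compound control; below 100% means less GTP binding so inhibitor and above means activator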
Target sequence (P60953 whole entry, looked up): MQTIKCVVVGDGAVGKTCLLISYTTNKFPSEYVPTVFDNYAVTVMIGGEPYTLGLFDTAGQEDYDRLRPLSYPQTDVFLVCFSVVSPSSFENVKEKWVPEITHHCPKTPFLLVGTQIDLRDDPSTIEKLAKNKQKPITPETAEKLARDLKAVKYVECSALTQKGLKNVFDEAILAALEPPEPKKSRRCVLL
HRas wt GTP bind: modulators of GTP binding to HRas wildtype, primary screen, biochemical, bead-based flow cytometry, multiplex; 0.14% of 190,000 active; GTP binding activity, % at 10 µM; GST-Ras wt beads, Bodipy-FL-GTP binding; actives lie on both sides;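 active = GTP binding activity at least 20% away from the 100% baseline, either lowered as inhibitor or raised as activator; inconclusive = flagged as likely green fluorescent, judged across all proteins in the well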;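 also: 0% = unlabeled GTP competition control and 100% = no-compound control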
Target sequence (P01112 whole entry, looked up): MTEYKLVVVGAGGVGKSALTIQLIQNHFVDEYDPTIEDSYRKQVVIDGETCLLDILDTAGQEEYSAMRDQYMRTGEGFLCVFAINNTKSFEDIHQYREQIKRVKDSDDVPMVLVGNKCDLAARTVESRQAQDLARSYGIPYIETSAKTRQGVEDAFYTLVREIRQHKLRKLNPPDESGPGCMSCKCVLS
* = called active by the depositor.

Screening O=C(NS(=O)(=O)Oc1cccc(Cl)c1Cl)OC[C@@H]1CCCN2CCCCC12 (stereo partly specified) returned Rac1 act GTP bind 98.0, Rab7 wt modul 96.0, Pf gamet viab -8.4, ABCB1 block -0.2, Rac1 wt GTP bind 101.0, Avidin fluor 4, Mcl1 Noxa PPI 17.3, ABCG2 block 0.3, Rab2A wt mod 99.0, Cdc42 wt GTP 101.0 and HRas wt GTP bind 100.0.
`Cc1cc(C)n(-c2ccc([N+](=O)[O-])cc2-c2nn[nH]n2)n1` gave Rac1 act GTP bind 98.0, Rab7 wt modul 101.0, Pf gamet viab -11.8, ABCB1 block 0.1, Rac1 wt GTP bind 99.0, Avidin fluor 10, Mcl1 Noxa PPI 16.2, ABCG2 block 0.6, Rab2A wt mod 99.0, Cdc42 wt GTP 98.0 and HRas wt GTP bind 99.0.
CCCCOC(=O)N/N=C/C=C/c1ccccc1 was read as Rac1 act GTP bind 98.0, Rab7 wt modul 100.0, Pf gamet viab -8.3, ABCB1 block 0.3, Rac1 wt GTP bind 99.0, Avidin fluor 9, Mcl1 Noxa PPI 9.8, ABCG2 block 22.7, Rab2A wt mod 99.0, Cdc42 wt GTP 98.0 and HRas wt GTP bind 98.0.
CCC(=O)OC1(C#CCOc2ccc(OC)cc2)CCN(C)CC1 was read as Rac1 act GTP bind 100.0, Rab7 wt modul 104.0, ABCB1 block 0.3, Rac1 wt GTP bind 101.0, Avidin fluor 8, Mcl1 Noxa PPI 10.4, ABCG2 block 2.2, Rab2A wt mod 102.0, Cdc42 wt GTP 102.0 and HRas wt GTP bind 103.0.
`O=S(=O)(c1ccc(F)cc1)N1CCN(c2ccc(-c3ccccc3)nn2)CC1` gave Rac1 act GTP bind 95.0, Rab7 wt modul 94.0, Pf gamet viab 3.1, ABCB1 block 1.1, Rac1 wt GTP bind 99.0, Avidin fluor 9, Mcl1 Noxa PPI 1.9, ABCG2 block 3.7, Rab2A wt mod 101.0, Cdc42 wt GTP 99.0 and HRas wt GTP bind 98.0.
`CCOc1ccc(OCC(=O)Nc2ccc(S(N)(=O)=O)cc2)cc1` gave Rac1 act GTP bind 98.0, Rab7 wt modul 105.0, Pf gamet viab 15.4, ABCB1 block 0.2, Rac1 wt GTP bind 100.0, Avidin fluor 14, Mcl1 Noxa PPI 18.3, ABCG2 block 8.2, Rab2A wt mod 100.0, Cdc42 wt GTP 97.0 and HRas wt GTP bind 99.0.
For CCN(CC)CCn1c2ccc(Cl)cc2c2nc(C)sc21 the results were Rac1 act GTP bind 96.0, Rab7 wt modul 98.0, Pf gamet viab -28.4, ABCB1 block 3.9, Rac1 wt GTP bind 101.0, Avidin fluor 7, Mcl1 Noxa PPI 30.1, ABCG2 block 7.3, Rab2A wt mod 99.0, Cdc42 wt GTP 100.0 and HRas wt GTP bind 98.0.
O=C(Nc1nc2ccccc2[nH]1)c1ccc(Br)o1 was read as Rac1 act GTP bind 98.0, Rab7 wt modul 106.0, Pf gamet viab 1.1, ABCB1 block 0.6, Rac1 wt GTP bind 102.0, Avidin fluor 22, Mcl1 Noxa PPI 10.2, ABCG2 block 5.5, Rab2A wt mod 99.0, Cdc42 wt GTP 99.0 and HRas wt GTP bind 100.0.
`Cc1ccc(-n2nccc2-c2nn(-c3cccc(C(F)(F)F)c3)c(=O)n(C)c2=O)cc1` gave Rac1 act GTP bind 93.0, Rab7 wt modul 98.0, Pf gamet viab -36.9, ABCB1 block 0.4, Rac1 wt GTP bind 97.0, Avidin fluor 9, Mcl1 Noxa PPI -20.4, ABCG2 block 1.7, Rab2A wt mod 93.0, Cdc42 wt GTP 92.0 and HRas wt GTP bind 94.0.
`CC(C)Oc1ccc(S(=O)(=O)N(C(C)C)C(C)C)cn1` gave Rac1 act GTP bind 101.0, Rab7 wt modul 98.0, ABCB1 block 0.1, Rac1 wt GTP bind 107.0, Avidin fluor 22, Mcl1 Noxa PPI 6.9, ABCG2 block -0.3, Rab2A wt mod 100.0, Cdc42 wt GTP 105.0 and HRas wt GTP bind 103.0.
Screening CN(C1CCCCC1)S(=O)(=O)c1ccc(S(=O)(=O)N2CCN(CCC#N)CC2)cc1 returned Rac1 act GTP bind 100.0, Rab7 wt modul 97.0, ABCB1 block 0.7, Rac1 wt GTP bind 105.0, Avidin fluor 6, Mcl1 Noxa PPI -6.5, ABCG2 block 0.5, Rab2A wt mod 101.0, Cdc42 wt GTP 101.0 and HRas wt GTP bind 99.0.
Screening O=S(=O)(Cc1ccccc1)N1CCc2ccccc21 returned Rac1 act GTP bind 96.0, Rab7 wt modul 98.0, ABCB1 block 1.8, Rac1 wt GTP bind 102.0, Avidin fluor 13, Mcl1 Noxa PPI 0.0, ABCG2 block 17.2, Rab2A wt mod 37.0*, Cdc42 wt GTP 94.0 and HRas wt GTP bind 95.0.
`O=C(NC1=NCCS1)c1cccc(S(=O)(=O)N2CCc3ccccc32)c1` gave Rac1 act GTP bind 95.0, Rab7 wt modul 92.0, Pf gamet viab -11.8, ABCB1 block 0.3, Rac1 wt GTP bind 102.0, Avidin fluor 12, Mcl1 Noxa PPI 12.1, ABCG2 block 0.1, Rab2A wt mod 97.0, Cdc42 wt GTP 101.0 and HRas wt GTP bind 100.0.
For COc1cccc(C2SCC(=O)N2c2ccc(Cl)cc2)c1OC (stereo unspecified) the results were Rac1 act GTP bind 100.0, Rab7 wt modul 102.0, Pf gamet viab 0.9, ABCB1 block 4.1, Rac1 wt GTP bind 104.0, Avidin fluor 12, Mcl1 Noxa PPI 9.1, ABCG2 block 8.2, Rab2A wt mod 99.0, Cdc42 wt GTP 100.0 and HRas wt GTP bind 102.0.
`O=C(c1ccc(S(=O)(=O)N2CCOCC2)cc1)N(Cc1ccco1)Cc1cccs1` gave Rac1 act GTP bind 99.0, Rab7 wt modul 101.0, ABCB1 block -0.2, Rac1 wt GTP bind 108.0, Avidin fluor 17, Mcl1 Noxa PPI 3.5, ABCG2 block -2.5, Rab2A wt mod 101.0, Cdc42 wt GTP 101.0 and HRas wt GTP bind 99.0.
For CC(=O)N1CCc2cc(Br)cc(S(=O)(=O)NCCCN3CCCC(C)C3)c21 (stereo unspecified) the results were Rac1 act GTP bind inconclusive, Rab7 wt modul inconclusive, ABCB1 block 0.1, Rac1 wt GTP bind inconclusive, Avidin fluor 11, ABCG2 block 2.6, Rab2A wt mod inconclusive, Cdc42 wt GTP inconclusive and HRas wt GTP bind inconclusive.
For c1ccc(Cc2nn3c(-c4ccncc4)nnc3s2)cc1 the results were Rac1 act GTP bind 99.0, Rab7 wt modul 98.0, ABCB1 block 0.3, Rac1 wt GTP bind 101.0, Avidin fluor 10, Mcl1 Noxa PPI 5.5, ABCG2 block 4.8, Rab2A wt mod 101.0, Cdc42 wt GTP 99.0 and HRas wt GTP bind 100.0.
`COc1ccc(Cc2nc(-c3cccnc3)no2)cc1OC` gave Rac1 act GTP bind 95.0, Rab7 wt modul 101.0, Pf gamet viab -15.0, ABCB1 block 0.2, Rac1 wt GTP bind 106.0, Avidin fluor 11, Mcl1 Noxa PPI 3.5, ABCG2 block 17.4, Rab2A wt mod 100.0, Cdc42 wt GTP 102.0 and HRas wt GTP bind 98.0.
For CCCS(=O)(=O)n1nc(-c2ccc(C)cc2)cc1N the results were Rac1 act GTP bind 103.0, Rab7 wt modul 102.0, ABCB1 block 0.4, Rac1 wt GTP bind 109.0, Avidin fluor 6, Mcl1 Noxa PPI -0.6, ABCG2 block 1.6, Rab2A wt mod 103.0, Cdc42 wt GTP 102.0 and HRas wt GTP bind 103.0.
`O=C(c1cccc(F)c1)N1CCN(c2ccc([N+](=O)[O-])c(N3CCOCC3)c2)CC1` gave Rac1 act GTP bind 101.0, Rab7 wt modul 98.0, ABCB1 block 1.8, Rac1 wt GTP bind 108.0, Avidin fluor 13, Mcl1 Noxa PPI 11.3, ABCG2 block 30.6, Rab2A wt mod 100.0, Cdc42 wt GTP 104.0 and HRas wt GTP bind 102.0.
`Cc1ccccc1OCC(=O)NC1=NCCS1` gave Rac1 act GTP bind 97.0, Rab7 wt modul 100.0, Pf gamet viab -4.8, ABCB1 block 0.3, Rac1 wt GTP bind 100.0, Avidin fluor 6, Mcl1 Noxa PPI 5.0, ABCG2 block 2.2, Rab2A wt mod 98.0, Cdc42 wt GTP 99.0 and HRas wt GTP bind 99.0.
For CC(C)Nc1nc(-c2ccccc2)nc(-n2ccnc2)n1 the results were Rac1 act GTP bind 100.0, Rab7 wt modul 100.0, Pf gamet viab 7.4, ABCB1 block 0.6, Rac1 wt GTP bind 103.0, Avidin fluor 20, Mcl1 Noxa PPI 14.3, ABCG2 block 13.7, Rab2A wt mod 100.0, Cdc42 wt GTP 102.0 and HRas wt GTP bind 100.0.
Screening CCN(CC(=O)Nc1cccc(F)c1)Cc1nc2ccccc2c(=O)[nH]1 returned Rac1 act GTP bind 93.0, Rab7 wt modul 102.0, Pf gamet viab -29.9, ABCB1 block 0.2, Rac1 wt GTP bind 95.0, Avidin fluor 23, Mcl1 Noxa PPI -5.8, ABCG2 block 3.2, Rab2A wt mod 97.0, Cdc42 wt GTP 95.0 and HRas wt GTP bind 98.0.
`Cc1c(NC(=O)c2cc3c(s2)-c2ccccc2OC3)cccc1[N+](=O)[O-]` gave Rac1 act GTP bind 99.0, Rab7 wt modul 102.0, Pf gamet viab -1.6, ABCB1 block -0.9, Rac1 wt GTP bind 103.0, Avidin fluor 12, Mcl1 Noxa PPI -14.8, ABCG2 block 1.9, Rab2A wt mod 101.0, Cdc42 wt GTP 106.0 and HRas wt GTP bind 102.0.
Screening Cc1ccccc1-c1nsc(SCC(=O)c2ccc(Cl)cc2)n1 returned Rac1 act GTP bind 94.0, Rab7 wt modul 98.0, Pf gamet viab 1.1, ABCB1 block -0.9, Rac1 wt GTP bind 96.0, Avidin fluor 7, Mcl1 Noxa PPI -2.7, ABCG2 block -7.7, Rab2A wt mod 93.0, Cdc42 wt GTP 97.0 and HRas wt GTP bind 94.0.
For COCCNC(=O)CCn1nc(-c2ccc(Cl)cc2)ccc1=O the results were Rac1 act GTP bind 95.0, Rab7 wt modul 96.0, ABCB1 block 0.8, Rac1 wt GTP bind 94.0, Avidin fluor 9, Mcl1 Noxa PPI 10.2, ABCG2 block 3.8, Rab2A wt mod 97.0, Cdc42 wt GTP 96.0 and HRas wt GTP bind 98.0.
